High-throughput results: PubChem, The Scripps Research Institute Molecular Screening Center
GBA activity up = increases beta-glucosidase activity in Gaucher fibroblasts. P04062. L444P Gaucher fibroblasts, 4-MU-glucoside fluorescence, 3 days. activation, % at 10 µM. 30,000 compounds, 0.44% hits. AID 784; in the data active = activation above about 65%;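 note: 0% = vehicle wells and 100% = positive control wells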
Target sequence (P04062 whole entry L483P): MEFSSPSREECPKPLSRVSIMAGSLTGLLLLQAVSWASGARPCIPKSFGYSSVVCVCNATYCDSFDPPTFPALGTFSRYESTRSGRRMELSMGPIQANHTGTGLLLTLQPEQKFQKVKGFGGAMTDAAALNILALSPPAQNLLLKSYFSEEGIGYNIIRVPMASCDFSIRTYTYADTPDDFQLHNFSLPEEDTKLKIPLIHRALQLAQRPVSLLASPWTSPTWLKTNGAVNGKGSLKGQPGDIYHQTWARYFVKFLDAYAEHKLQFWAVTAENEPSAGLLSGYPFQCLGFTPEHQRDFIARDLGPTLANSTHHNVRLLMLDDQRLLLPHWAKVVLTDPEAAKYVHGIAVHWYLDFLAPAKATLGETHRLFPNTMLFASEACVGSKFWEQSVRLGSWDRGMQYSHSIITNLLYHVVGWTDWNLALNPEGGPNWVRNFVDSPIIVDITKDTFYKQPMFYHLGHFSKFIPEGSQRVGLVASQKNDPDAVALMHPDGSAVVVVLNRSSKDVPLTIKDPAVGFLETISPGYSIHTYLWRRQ
* marks the source's active call; other numbers are inactive results. Only part of the results is shown. The share of hits here may be higher or lower than overall.

Compound	GBA activity up
CC(C)C(=O)N(Cc1cc(=O)[nH]c2ccccc12)c1ccccc1	-11
CC(C)C(C(=O)NC1CCCCC1)N(CC1CCCO1)C(=O)CNS(=O)(=O)c1ccc(F)cc1 (stereo not given)	-1
Cc1ccccc1OCC(=O)N(Cc1cccs1)C1CCS(=O)(=O)C1 (stereo not given)	147*
O=C(NCc1cccnc1)c1ccc(COc2ccc3c(c2)CCC3)o1	-16
CC(C)CCOc1cccc(OCC(=O)NC2CCS(=O)(=O)C2)c1 (stereo not given)	0
CC(C)Cc1cc(C(=O)Nc2cc(Br)ccc2O)no1	-10
CCN(CC)S(=O)(=O)c1ccc2c(c1)c(=O)c(C(=O)N1CCc3ccccc3C1)cn2C	-31
CC(=O)NC1(NC(C)=O)CCN(C)C(c2ccccc2)C1C (stereo not given)	-30
CC(=O)c1c(C)[nH]c(C(=O)N2CCc3ccccc3C2)c1C	-12
O=C(Nc1ccc2c(c1)oc1ccccc12)c1ccc2c(c1)OCO2	-8
COc1ccc(C(=O)CSc2nnc(CNC(=O)c3ccc(OC)cc3)n2C)cc1	-13
CC(=O)c1ccc(NC(=O)CCNS(=O)(=O)c2cccc3nonc23)cc1	-44
C=CCOC(=O)C1=C(C)NC(=O)NC1/C=C/c1ccccc1 (stereo not given)	-1
CCOC(=O)c1nnn(-c2nonc2N)c1CN1CCc2ccccc2C1	-22
CC1CCN(C(=O)c2ccc(NS(C)(=O)=O)cc2)CC1	-3

Filtered by structure, the compounds so far with four or more nitrogen atoms
Compound	GBA activity up
COc1ccc(C(=O)CSc2nnc(CNC(=O)c3ccc(OC)cc3)n2C)cc1	-13
CC(=O)c1ccc(NC(=O)CCNS(=O)(=O)c2cccc3nonc23)cc1	-44
CCOC(=O)c1nnn(-c2nonc2N)c1CN1CCc2ccccc2C1	-22

Further entries:
Compound	GBA activity up
CC1CCCC(NC(=O)c2ccc3c(=O)n(CC4CCCO4)c(=O)[nH]c3c2)C1C (stereo not given)	-13
Cc1cc(C(=O)Nc2cccnc2)cs1	-6
CN(CC(=O)NCc1cccs1)S(=O)(=O)c1cccc2nsnc12	-24
COc1ccc(CNC(=O)Cn2nc(C(F)(F)F)c3c2CCC3)cc1	-10
COc1cc(NS(=O)(=O)c2ccc(NC(=O)COc3ccc(C)cc3)cc2)nc(OC)n1	-32
CC(C)CC(NC(=O)OC(C)(C)C)C(=O)NC(C(=O)NC(C)C(N)=O)C(C)C (stereo not given)	8
O=S(=O)(NC1CCCC1)c1ccccc1Cl	-32
CCOc1ccc(-c2nc(C#N)c(N3CCOCC3)o2)cc1	-24
CCCN1Cc2cccc(C(=O)NCc3cccs3)c2C1=O	-47
CCn1c(SCC(=O)c2ccccc2)nnc1-c1ccoc1C	-14
COc1ccccc1C1N(c2ccc(F)cc2)C(=O)C2CCCN21 (stereo not given)	-6
CCOc1ccc(NC(=O)CN2CCN(CC(=O)Nc3ccc(C(=O)OC)cc3)CC2)cc1	-2
CC(=O)N=c1sc2cc(C)ccc2n1C	16
COc1ccccc1C1C(C(N)=O)=C(C)Nc2ncnn21 (stereo not given)	-54
COc1ccc(-c2cc(C(F)(F)F)nc(SCCC(=O)N3CCN4CCCC4C3)n2)cc1 (stereo not given)	12
Cc1cccc(-n2nnc(C(=O)NCc3ccco3)c2N)c1	-3
CCCCC(=O)Nc1ccc2c(c1)nc1n2CCOC1	1
Cc1cc(C)nc(SCc2nnc(SCC(=O)Nc3ccc(Cl)c(C(F)(F)F)c3)o2)n1	-17
O=C(O)C1CCCN1c1ncccn1 (stereo not given)	-16
COc1ccc(-n2c(C)nc3c(cnn3-c3ccc(Cl)cc3)c2=O)cc1	1
Cc1ccc(O)c(CNc2ccccn2)c1	58
COc1cc(-c2nc(-c3ccncc3)no2)cc(OC)c1OC	0
COc1ccc(C)cc1-n1nnnc1SCC(=O)Nc1cc(C)on1	-16
Cc1nc2ccccc2c(=O)n1NCc1cc(Br)cs1	-4
CN(C)S(=O)(=O)c1cccc(C(=O)Nc2ccc(Cl)cn2)c1	-5
CCN(Cc1ccccc1)S(=O)(=O)c1ccc2oc(C(=O)O)c(C)c2c1	8
COc1ccc(NC(=O)C(C)N(c2ccc(C)cc2)S(C)(=O)=O)c(OC)c1 (stereo not given)	-10
Cc1cc(NC(=O)COc2ccccc2)n(-c2ccccc2)n1	-17
Nc1nc(-c2ccc(Cl)cc2)cc(C(F)(F)F)n1	1
Cc1nn(CC(=O)NCCc2ccccc2)c(=O)c2ccccc12	-8
CCCCC(=O)NCCc1ccc(S(N)(=O)=O)cc1	-11
CCOC(=O)C(C#N)c1ccccn1 (stereo not given)	-4
O=C(CSc1nnc(CNc2ccc(Cl)cc2)n1Cc1ccccc1)NCc1ccco1	-16
CCCCOc1ccc(Cl)cc1CSc1nncn1N	-14
CCCCCN=C(C)c1c(O)c2ccccc2oc1=O	-18
CSC1=C(C#N)C(c2cccs2)CC(=O)N1C (stereo not given)	-40
CC(=O)N1CCN(c2ccccc2NC(=O)c2cc(Br)ccc2Cl)CC1	-10
CSc1oc(-c2ccco2)nc1S(=O)(=O)c1ccc(F)cc1	3
c1ccc(NC(=NCc2ccco2)c2ccccc2)cc1	-2
Cc1ccc(C)c(CSc2nnc([C@@H](N)C(C)C)o2)c1	-12
CC(C)CC(=O)Nc1ccc2oc(-c3cccnc3)nc2c1	11
O=C(CC1Nc2ccccc2NC1=O)Nc1ccccc1 (stereo not given)	-22
CC(=O)Nc1c(O)nc(SCC(=O)Nc2ccc(C(C)=O)cc2)[nH]c1=O	-16
CCC(C)(C(=O)NC1CCCC1)N(CC1CCCO1)C(=O)c1ccc2c(c1)OCO2 (stereo not given)	-11
Cn1cc(/C=N/n2cnc3scc(-c4ccccc4)c3c2=O)c2ccccc21	-21
CC(=O)Nn1c(-c2ccccc2)cc2ccccc21	-18
O=C(CN1CCCN(S(=O)(=O)c2ccc(Br)cc2)CC1)Nc1ccc2cn[nH]c2c1	-11
CCn1c(=O)c(=O)[nH]c2cc(C(=O)NC3CCCc4ccccc43)ccc21 (stereo not given)	-31
CCN(C#N)c1nc(N(C)C)nc(N(C)C)n1	-7
CCC(=O)c1cc(F)c(N2CCN(C(=O)Cc3ccccc3)CC2)cc1C	5
CCS(=O)(=O)N1CCCC(C(=O)NCCCN(C)Cc2ccccc2)C1 (stereo not given)	53
Cc1cccc(N2CCN(C(=O)c3ccc(NS(=O)(=O)c4c(C)noc4C)cc3)CC2)c1C	-20
CN1CCCCCC1=NC1=C(C#N)CCCC1	3
COc1ccc(NC(=O)CSc2nc3sc(C)c(C)c3c(=O)n2Cc2ccco2)cc1	12
Cc1ccc2c(c1)CCCN2C(=O)c1cccs1	-31
CCCCCCn1c(CN2CCC(C)CC2)nc2c1c(=O)n(C)c(=O)n2C	-20
Cc1ccc2cc(CN(CCCN3CCOCC3)C(=O)NC3CCCCC3)c(=O)[nH]c2c1C	8
O=C(/C=N/O)NCc1cccnc1	3
COc1ccc(-c2cnc(N)nc2-c2ccc(OC)cc2O)cc1	24
Cc1cccc(-n2c(SCCC(=O)O)nnc2-c2cccs2)c1C	2

7 records drawn at random from the list so far, as already listed:
Compound	GBA activity up
O=C(CN1CCCN(S(=O)(=O)c2ccc(Br)cc2)CC1)Nc1ccc2cn[nH]c2c1	-11
COc1ccc(-c2cnc(N)nc2-c2ccc(OC)cc2O)cc1	24
CCC(=O)c1cc(F)c(N2CCN(C(=O)Cc3ccccc3)CC2)cc1C	5
O=C(/C=N/O)NCc1cccnc1	3
CCS(=O)(=O)N1CCCC(C(=O)NCCCN(C)Cc2ccccc2)C1 (stereo not given)	53
Cc1cccc(-n2c(SCCC(=O)O)nnc2-c2cccs2)c1C	2
CCn1c(=O)c(=O)[nH]c2cc(C(=O)NC3CCCc4ccccc43)ccc21 (stereo not given)	-31

Following part.
Compound	GBA activity up
C=CCOc1ccc(C2/C(=C(\O)c3c(C)[nH]c(C(=O)OC)c3C)C(=O)C(=O)N2CCN(C)C)cc1 (stereo not given)	-58
CCn1cc(C(=O)N2CCN(c3ccccn3)CC2)c2cc(OC)c(OC)cc2c1=O	-16
COc1ccc(OCCSc2ncccn2)cc1	15
CC(=O)c1n[nH]nc1Nc1nc(C)cc(C)n1	16
CCOC(=O)Cc1csc(NC(=O)CSc2nnnn2-c2ccc(F)cc2)n1	-1
Cc1ccccc1OCC(=O)Nc1cccc(N(C)S(C)(=O)=O)c1	-20
Cn1c(=O)c2ncn(CC(=O)Nc3cc(C(F)(F)F)ccc3N3CCOCC3)c2n(C)c1=O	-17
CS(=O)(=O)N(CC(=O)N1CCC(C(N)=O)CC1)C1CCCCC1	-8
COCCn1nnnc1C(c1ccc(Cl)cc1)N1CCSCC1 (stereo not given)	-10
O=C(NCc1cccs1)c1csc2ccccc12	-45
O=c1cc(-c2ccc(Cl)cc2)[nH][nH]1	12
CCn1cnc2cc(NCc3ccncc3)ccc21	5
NC(=O)CCn1c(=O)oc2ccccc21	-6
O=C(CC1N=C2c3ccccc3N=C(SCc3ccccc3Cl)N2C1=O)NCc1ccco1 (stereo not given)	-10
CCc1nnc(NC(=O)C2CCCCC2)s1	-7
Nc1cc(-c2ccccc2)ccc1O	2
NC(=O)C1(N2CCCCC2)CCN(C(=O)NC2CCCCC2)CC1	-9
CCOC(=O)NC(NCC(O)c1ccccc1)(C(F)(F)F)C(F)(F)F (stereo not given)	1
Cc1cc(C)nc(NC(=O)C(C)N2C(=O)c3ccccc3C2=O)n1 (stereo not given)	-15
CCCCS(=O)(=O)Nc1ccc2c(c1)ncn2C1CCCCC1	-19
Cc1nnc(SCC(=O)NCc2cccs2)[nH]c1=O	-39
Cc1ccc(OC(=O)NC2CCS(=O)(=O)C2)cc1C (stereo not given)	-21
Cc1c(C(=O)Nc2cccc(C(F)(F)F)c2)oc2ccc(S(=O)(=O)N3CCOCC3)cc12	-1
CC(C)c1cc(C(=O)Nc2cc(Cl)ccc2O)no1	-25
c1cncc(-c2nnc(-c3cccnc3)nn2)c1	2
O=C(CCS(=O)(=O)c1cc(Br)cc2c1N(C(=O)C1CC1)CC2)NCc1ccco1	5
COc1ccc(C2CC(=O)C3=C(C2)NC(C)=C(C#N)C3c2ccc(N(C)C)cc2)cc1 (stereo not given)	-19
CCc1ccccc1NC1c2ccccc2C(=O)N1c1cccnc1 (stereo not given)	6
CC1=C(C(=O)Nc2ccc(Cl)cc2)C(c2cccs2)n2nnnc2N1 (stereo not given)	-5
NC1=NC2(CCC(c3ccccc3)CC2)n2c(nc3ccccc32)N1 (stereo not given)	-38
COC(=O)c1cccc(N2C(=O)c3ccccc3S2(=O)=O)c1	-7
CC(C)OCCCNC(=O)C1CCC(=O)N1C(C)C (stereo not given)	32
CCc1ccccc1NC(=O)C1CCCN(S(=O)(=O)c2c(C)noc2C)C1 (stereo not given)	5
O=C(O)c1ccccc1NS(=O)(=O)c1ccc2c3c(cccc13)C(=O)N2	-8
COc1cc2nc(SCC(=O)NCc3ccco3)n(Cc3ccc(Cl)cc3)c(=O)c2cc1OC	-79
Cc1ccc(-n2nnnc2SCC(=O)N2CCN(C(=O)c3ccco3)CC2)c(C)c1	-22
Cc1cccc2nc(CNc3ccc(F)cc3)cn12	-22
O=C(COc1ncnc2ccccc12)NC(=O)NCc1ccccc1	-10
COc1cccc(NC(=O)C2CCCN(S(=O)(=O)c3ccc(-n4cnnn4)cc3)C2)c1 (stereo not given)	1
CC1CCN(C(=O)COC(=O)c2n[nH]c3ccccc23)CC1	-4
CCOC(=O)N1CCN(C(=O)c2cc3sccc3n2C)CC1	-3
COc1cc2nc(C3CC3)n(NC(=O)c3ccc(F)cc3)c(=O)c2cc1OC	-37
O=C1CC(c2nc3ccccc3[nH]2)CN1c1ccccc1 (stereo not given)	37
COC(=O)c1[nH]c(C)c(/C(O)=C2\C(=O)C(=O)N(CCN(C)C)C2c2ccccc2OC)c1C (stereo not given)	7
CCS(=O)(=O)N1CCCC(C(=O)NCCCOC(C)C)C1 (stereo not given)	8
COC(=O)c1cccc(Cn2nnc3ccccc3c2=O)c1	-8
Cc1c(C)c2cc(Cl)c(O)c(CN(C)C)c2oc1=O	-27
CCOC(=O)c1ccccc1NC(=O)COc1ccccc1	11
Cc1cc(C(c2nnnn2Cc2ccccc2)N2CCOCC2)c(C)n1-c1ccc2c(c1)OCO2 (stereo not given)	-15
Cn1ncc(C#N)c1/N=C/N1CCOCC1	-5
CCOC(=O)N1CCN(C(=O)CSc2nnc(COc3ccc(Cl)cc3)o2)CC1	3
CC1(C)CC(=O)CC(C)(C)N1OC(=O)c1ccncc1	5
CCOc1cc(S(=O)(=O)NC2CC(C)(C)NC(C)(C)C2)ccc1F	-124
CC(C)=CCC/C(C)=C/CCC(C)NCCN1CCNCC1 (stereo not given)	-73
COc1ccc(NC(=O)c2ccc3c(c2)C(=O)N(Cc2cccnc2)C3=O)cc1	-22
O=C(CCCCCC(=O)N(CCO)CCO)N(CCO)CCO	16
COC(=O)c1ccccc1NC(=O)C1CCCC1	-23
Fc1ccc(C(c2nnnn2C2CCCC2)N2CCN(Cc3ccccc3)CC2)cc1 (stereo not given)	-45
O=C(O)CCc1ccc(-c2ccc(F)cc2)n1CCC(=O)O	15
O=C(Nc1cc(C(=O)N2CCCC2)ccc1N1CCCC1)c1ccccc1F	-17
COc1ccc(Cl)cc1NC(=O)N1CCN(CCc2ccccc2)CC1	-4
CN(C)Cc1c(O)ccc2occ(C(=O)c3ccccc3)c12	-7
O=c1c2c(n3nnnc3n1Cc1ccccc1)-c1ccccc1CC21CCCC1	-33
